KB-V1 MDR tox: kills drug-selected multidrug resistant KB-V1 cells | Potency, µM (doses to about 46.1 µM), inactives show at the highest dose activity change, negative = cytotoxicity, hits mostly cytotoxic | 400,000 compounds, 3.4% hits | KB-V1 MDR cells viability, CellTiter-Glo, 72 h; also: % is scaled to controls: 0 for no effect and ±100 for the full control effect; nearly all actives have a fitted effect of over 60% in size
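Following 72 h at 37 degrees C with compound, KB-V1 cell viability was read by CellTiter-Glo luminescence, medium being phenol-red-free DMEM plus 10% FBS; concentration-response parameters came from normalized, curve-fitted qHTS data.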
HT1080 IDH1KD tx: toxicity to HT-1080 IDH1 knockdown cells (counter line); Potency, µM (titrated, usually from 46.1 µM), for inactives: top-dose activity, negative = toxicity, actives largely listed as cytotoxic; HT-1080 IDH1 knockdown viability, ATP luminescence, 48 h; 360,000 compounds, 2% hits; AID 686971;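 also: 0% = DMSO wells and -100% = cell-free medium wells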
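IDH1KD HT-1080 cells, 750/well, RPMI + 5% FBS; compound pinned after 2 h settling; 48 h, 37 °C; CellTiter-Glo luminescence; % activity normalised to DMSO and no-cell wells; curves fitted, classed by r2 and efficacy.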
GLP-1R agonist: GLP-1 receptor (human) agonism | P43220 | HEK293 GLP-1R CRE-luciferase, luminescence, 4-6 h; cells express a hypersensitive GLP-1R form | Potency, µM (series often up to 45.6 µM), for the others: at the top dose activation, most hits filed as activators | 380,000 compounds, 0.007% hits; also: % of control where 0% means no effect
Target sequence (P43220 whole entry, looked up): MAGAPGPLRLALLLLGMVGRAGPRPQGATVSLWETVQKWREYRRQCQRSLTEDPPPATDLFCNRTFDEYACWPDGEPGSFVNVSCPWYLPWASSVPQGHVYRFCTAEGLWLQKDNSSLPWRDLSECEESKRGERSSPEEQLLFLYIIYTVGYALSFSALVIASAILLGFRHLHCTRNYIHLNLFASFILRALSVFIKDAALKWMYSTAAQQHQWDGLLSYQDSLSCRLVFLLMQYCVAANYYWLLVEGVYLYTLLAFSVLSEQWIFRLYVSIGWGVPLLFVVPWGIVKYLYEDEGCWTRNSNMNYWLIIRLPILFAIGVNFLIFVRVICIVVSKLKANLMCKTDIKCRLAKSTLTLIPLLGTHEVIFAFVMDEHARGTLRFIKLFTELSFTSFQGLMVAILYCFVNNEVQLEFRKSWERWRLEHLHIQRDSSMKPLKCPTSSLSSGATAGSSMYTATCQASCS
TDP-43 yeast inh: inhibitors of TDP-43 toxicity in yeast. TDP-43 expressing yeast growth rescue, BacTiter-Glo, 24 h. Potency, µM (doses to about 46.1 µM), inactives show top-dose growth rescue (activation), hits mostly activators. 410,000 compounds, 1.8% hits. AID 652104; also: % of control where 0% means no effect; nearly all actives have a fitted effect of over 50% in size
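Cell-based yeast growth screen: TDP-43 expression induced in galactose, inoculum OD600=0.02 after raffinose pregrowth to mid-log. Read-out BacTiter-Glo luminescence at 24 hr, 30 deg C; inhibition of toxicity seen as signal increase.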
SW480 rerep: induces DNA re-replication in SW480 colon adenocarcinoma cells; AID 624297; 340,000 compounds, 1.8% hits; SW480 DNA re-replication, Hoechst DNA content imaging, 48 h; Potency, µM (series often up to 46.1 µM), without a hit: at the highest dose re-replication activation, hits mostly activators; also: % of control where 0% means no effect; nearly all actives have a fitted effect of over 55% in size
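Cells (250 per well) received 23 nL compound or DMSO by pin tool and were kept 48 hr at 37 C, 5% CO2. Nuclei were then stained with Hoechst for 40 min and scanned for DNA content.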
KB-3-1 cytotox: kills parental KB-3-1 adenocarcinoma cells | Potency, µM (titrated, usually from 46.1 µM), for the others: at the top dose activity change, negative = cytotoxic, usual class: cytotoxic | KB-3-1 viability, CellTiter-Glo ATP luminescence, 72 h | 400,000 compounds, 1.4% hits | AID 1347075; also: % is scaled to controls: 0 for no effect and ±100 for the full control effect; nearly all actives have a fitted effect of over 60% in size
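Parental KB-3-1 adenocarcinoma cells in phenol-red-free DMEM with 10% FBS were pin-treated with compounds at several concentrations, incubated 72 h at 37 °C, and viability read by CellTiter-Glo luminescence; concentration-effect curves were fitted after normalization.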
GLP-1R inv ag: GLP-1 receptor (human) inverse agonism; Potency, µM (doses to about 38.3 µM), for the others: at the top dose activity change, negative = inhibition, actives largely listed as inhibitors; P43220; HEK293 GLP-1R CRE-luciferase, luminescence, 24 h; GLP-1R form is constitutively active; 410,000 compounds, 1.6% hits; also: % is scaled to controls: 0 for no effect and ±100 for the full control effect; nearly all actives have a fitted effect of over 55% in size
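Assay principle: reduced luminescence from a cAMP-responsive reporter in HEK293 cells co-expressing a constitutively active GLP-1R. Conditions: 24 hr compound incubation, 37 deg C, 5% CO2.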
GLP1R cytotox: cytotoxic in the GLP-1 receptor inverse agonist counter-screen | HEK293 cAMP-luciferase reporter cells, luminescence, 24 h | Potency, µM (titrated, usually from 38.3 µM), inactives show at the highest dose activity change, negative = inhibition, most hits filed as inhibitors | 410,000 compounds, 0.13% hits | AID 624418;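 also: loss of luciferase light is scored as toxicity; % is scaled to controls: 0 for no effect and ±100 for the full control effect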
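Compound-treated cells are incubated 24 hr at 37 deg C under 5% CO2 after a 12 hour attachment period, then luciferase detection reagent is added and luminescence is measured following 12 min at room temperature; lowered signal indicates toxicity.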
HT1080-NT tox: kills 2HG-producing HT-1080-NT fibrosarcoma cells; HT-1080-NT fibrosarcoma viability, CellTiter-Glo ATP luminescence, 48 h; Potency, µM (doses to about 46.1 µM), inactives show top-dose activity, negative = less viability, most hits filed as cytotoxic; 360,000 compounds, 1.6% hits;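 also: NT is the 2HG producing partner of a matched IDH1 knockdown line; 0% = DMSO-treated cells and -100% = media-only wells without cells; nearly all actives have a fitted effect of over 55% in size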
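Viability by CellTiter-Glo luminescence after 48 h compound exposure at 37C of HT-1080-NT cells (750/well, RPMI, 5% FBS). % activity scaled between DMSO wells and medium-only wells, then curve-fitted and categorized by curve class.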
The depositor's hits bear a star; ? = inconclusive; . = no result given; & = joins results of further samples; [ ] = another dose, or the depositor's remark. Calls follow the shape of the dose curve; as a rule, active = well fitted curve in the direction sought with a large enough effect; inconclusive = small, poorly fitted or top-dose-only effect, or another doubt; inactive = no such curve, though single readings can be large; an effect the other way counts as inactive or inconclusive. Potency is read from the fitted curve at half-maximal effect.

Compound,KB-V1 MDR tox,GLP1R cytotox,HT1080 IDH1KD tx,KB-3-1 cytotox,TDP-43 yeast inh,GLP-1R inv ag,HT1080-NT tox,GLP-1R agonist,SW480 rerep
CCN1CCN(c2oc(-c3ccco3)nc2C#N)CC1,5.4%,5.6%,13.7%,5.5%,-1.8%,4.1%,23.9%,1.8%,-15.9%
O=C(c1ccccc1)C(Sc1ncn[nH]1)c1ccccc1 (centres undefined),14.8%,-4.0%,-13.0%,-1.1%,-6.8%,-5.3%,-16.4%,-7.6%,0.4%
N#Cc1ccc(CN2CCN(C(=O)CCNS(=O)(=O)c3ccc(F)c(Cl)c3)CC2)cc1,-3.2%,0.7%,-4.2%,-0.7%,13.6%,-7.7%,-10.2%,8.2%,-15.8%
CCCCn1c2nc3ccccc3nc2c2c(=O)n(CCC(C)C)cnc21,1.6%,0.1%,5.6%,4.9%,-4.7%,4.3%,-2.1%,-4.4%,1.6%
COc1ccc(CNC(=O)c2cccnc2)cc1,-7.5%,-10.2%,-5.8%,-2.5%,-5.3%,2.6%,-11.4%,-0.8%,12.0%
CC(=O)Nc1c2c(nn1-c1ccccc1)CS(=O)C2 (centres undefined),-8.1%,1.1%,5.0%,8.3%,-3.3%,16.1%,9.9%,-4.0%,2.0%
CC(C)=CCC(C)(C)/C=N/NC(N)=O,10.6%,0.3%,-2.8%,2.2%,-10.4%,1.1%,-8.2%,-2.1%,-0.7%
COC(=O)c1[nH]c2ccc(C)cc2c1NC(=O)Nc1ccc(OC)cc1,21.0%,-15.6%,2.4%,1.9%,-16.9%,3.1%,6.8%,-0.9%,19.6%
CCc1cccc(C)c1NC(=O)Cn1cc2c(n1)CCCCC2,-3.9%,-4.7%,.,-10.8%,10.6%[9.22 µM],?,.,.,.
Cc1cc(C)nc(N2CCC(C(=O)NCc3cccs3)CC2)n1,13µM*,-2.8%,4.1%,3.0%,-5.9%,-3.6%,10.3%,3.2%,-1.4%
CCCCn1c(=O)[nH]c(=O)c2c1nc(-c1cc(Cl)c(OC)c(OC)c1)n2C,?,2.2%,3.8%,3.2%,-9.8%,5.8%,6.1%,9.9%,-2.1%
CCCCCOC(=O)C1=C(C)Nc2nnnn2C1c1ccccc1Cl (centres undefined),20.6µM*,-29.3%,20.6µM*,-7.0%,14.9%,10µM*,13µM*,8.5%,-2.6%
Cc1ccc(NC(=O)Nc2sc3nc4n(c(=O)c3c2C)CCC(C)CC4)c(Cl)c1 (centres undefined),?,-5.1%,.,-1.5%,4.8%,?,.,.,.
CCc1ccccc1NC(=O)CN(Cc1ccccc1)S(=O)(=O)c1ccc(Br)cc1,-28.2%,-13.2%,.,-8.0%,3.5%,?,.,.,.
CCCn1nnnc1SCC(=O)Nc1nnc(CC)s1,4.4%,-1.6%,-2.5%,7.1%,-1.2%,0.4%,1.2%,-7.0%,-1.5%
COc1ccc(C(=O)CN(CCC(=O)O)S(=O)(=O)c2ccc([N+](=O)[O-])cc2)cc1,-15.4%,5.9%,1.0%,2.6%,15.9%,19.1%,0.0%,-1.2%,-1.7%
C=CCc1c(O)nc(SCC(=O)c2ccccc2)[nH]c1=O,12.0%,6.6%,-20.5%,-14.0%,8.0%,14.3%,-4.9%,-12.0%,-9.6%
COc1cc(/C=C\C(=O)Nc2cc(=O)n(C)c(=O)n2C)cc(OC)c1OC,?,-7.9%,3.7%,33.5%,7.8%,19.0%,12.2%,1.4%,1.7%
CC(=O)OC(C=C(C)C)C/C(C)=C/COc1c2ccoc2cc2oc(=O)ccc12 (centres undefined),-23.4%,1.3%,-1.9%,-14.6%,25.0%,8.3%,0.0%,11.3%,-37.7%[9.22 µM]
CCCN(CCC)S(=O)(=O)c1ccc(C(=O)Nc2sc3c(c2C(=O)OC)CCN(CC)C3)cc1,?,75.8%[activator],.,0.9%,-1.8%,?,.,25.2%,.
COc1ccc(CCNC(=O)c2c(O)c3c([nH]c2=O)CCCC3)cc1,-12.1%,-10.3%,-4.9%,-4.2%,-17.5%,0.2%,-1.6%,-3.6%,4.0%
CC(=O)c1cccc(S(=O)(=O)NCCC(=O)Nc2ccc(S(N)(=O)=O)cc2)c1,8.8%,-2.4%,-0.8%,6.6%,0.0%,-16.8%,-6.3%,0.1%,1.6%
COc1ccc(NC(=O)c2ccc3c(c2)CCN3S(=O)(=O)c2ccc(C)cc2)cc1Cl,0.0%,-2.8%,.,2.2%,-1.3%,0.7%,.,.,.
COC(=O)c1ccc(NC(=O)C23CCC(C)(C(=O)O2)C3(C)C)cc1 (centres undefined),2.7%,-4.1%,8.7%,6.3%,18.3%,?,21.2%,-2.0%,0.7%
O=C(Cn1cccc1C(=O)c1ccccc1)NCCN1CCCCCC1,12.4%,18.2%,-1.2%,10.1%,-6.4%,-8.1%,-2.2%,5.6%,-5.6%
NC(=O)c1ccc(NC(=O)COC(=O)CC2Sc3ccccc3NC2=O)cc1 (centres undefined),?,14.0%,5.7%,5.2%,8.3%,6.7%,1.1%,-4.2%,-4.1%
COc1ccc(-c2ccc(F)cc2)cc1[C@H]1[C@H]2C=CC[C@@H](C)[C@@H]2C(=O)N1Cc1ccccc1,?,3.4%,?,?,-3.2%,?,?,7.1%,-6.8%[9.22 µM]
O=C(c1ccc(OC2CCN(Cc3ccccn3)CC2)cc1)N1CCCC(O)C1 (centres undefined),-8.8%,-1.6%,11.8%,4.0%,-36.5%[inhibitor][9.22 µM],-3.6%,19.3%,0.5%,9.2%
Cc1cccc(NC(=O)c2ccccc2[N+](=O)[O-])n1,0.0%,-4.7%,7.3%,-2.1%,11.0%,18.8%,17.9%,-6.0%,-5.0%
O=C(c1sc2cc(F)ccc2c1Cl)N1CCN(c2ccccc2)CC1,9.6%,14.3%,-3.4%,11.4%,17.8µM*,?,-7.3%,7.2%,-4.3%
Cc1cccc(NC(=S)NNc2cccc(Cl)c2)c1,1.1%,-11.1%,?,10.4%,10.7%,10µM*,23.1µM*,8.5%,?
CN(Cc1ccco1)S(=O)(=O)c1csc(C(N)=O)c1,0.0%,29.0%,11.7%,2.0%,14.9%,14.8%,4.4%,-4.2%,-7.1%
O=C(NCCN1CCOCC1)C(=O)NCC1OCCN1S(=O)(=O)c1ccc(Br)cc1 (centres undefined),.,-1.0%,0.6%,.,-18.7%,-13.4%,-2.6%,-9.3%,2.3%
CC(=O)c1ccc(NC(=O)c2ccc(NC(=O)c3ccco3)cc2)cc1,12.9%,-8.9%,-6.1%,-4.8%,1.0%,1.5%,16.6%,-1.9%,-0.9%
COc1ccc(N2CCN(C(=O)C(=O)c3cc(OC)c4ccccc4c3)CC2)cc1,?,4.0%,?,?,6.6%,-14.2%,-5.6%,.,.
Nc1nnc(CC(=O)N/N=C/c2cccc([N+](=O)[O-])c2)s1,-0.3%,7.5%,-0.7%,24.2%,-20.8%,-16.8%,-1.0%,3.6%,1.6%
CS(=O)(=O)N(CC(=O)N1CCCC1)c1cccc(C(F)(F)F)c1,-0.7%,-28.1%,6.6%,-1.9%,17.6%,12.5%,6.7%,-3.3%,.
CCOc1cc(C(=O)Nc2ccon2)cc(OCC)c1OCC,0.0%,-0.1%,26.5%,-5.8%,-13.9%,-5.9%,15.3%,-2.1%,-7.5%
COc1ccc(C(=O)NCc2nnc(SCC(=O)Nc3nc4ccccc4s3)o2)cc1OC,-5.2%,?,22.4%,-0.1%,11.5%,-15.2%,24.5%,8.2%,-5.3%
CCC(=O)Nc1nnc(SCCOC)s1,-1.9%,1.0%,2.2%,-9.9%,-15.9%,23.1%,-9.8%,-1.3%,-1.3%
O=S1(=O)CCO[C@H]2Cc3ccccc3[C@H]2N1Cc1ccccc1,-3.0%&-9.4%,8.8%,-0.7%,-10.5%&0.1%,4.7%,-6.4%,0.1%,8.9%,-8.1%
CN1/C(=C\C(=O)C(F)F)C(C)(C)c2ccccc21,19.5%,0.3%,4.8%,11.7%,-4.1%,-0.6%,3.2%,-0.8%,1.1%
COc1ccc(NC(=O)CN(C)C(=O)CSc2nc3ccccc3s2)cc1,0.6%,-1.5%,-6.1%,7.4%,3.6%,?,-6.5%,16.5%,-63.7%[inhibitor]
CC(C)(C)NC(=O)NC(=O)COC(=O)CNC(=O)c1cc(Cl)cc([N+](=O)[O-])c1,12.8%,-3.2%,10.1%,6.8%,0.0%,5.2%,9.6%,-1.9%,8.1%
CCO/C=C1\N=C(c2ccc(F)cc2)OC1=O,3.4%,3.2%[1.53 µM],-6.7%,15.4%,-10.9%,-4.0%,-2.9%,1.8%,-13.9%
CCc1noc(C)c1C(=O)Nc1nnc(C(CC)CC)s1,-12.8%,17.8%,-2.2%,0.5%,-12.6%,0.9%,-2.7%,-3.9%,2.4%

Assay outcomes from PubChem.
